# NR3A LBD binder: NR3A (human) ligand-binding domain modulation; NR3A LBD differential scanning fluorimetry, Tm shift; 0% = protein alone, 100% = glycine-bound protein; hit rate 2.5% among 340,000; Tm shift relative to glycine control, % at 25 µM;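 active = melting temperature shift of at least 10% of the positive control shift, at one fixed dose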
# ATG4B inhibitor: blocks human ATG4B protease cleavage of LC3 substrate; Q9Y4P1; ATG4B cleavage of LC3-PLA2, NBD-HPC fluorescence, 1 h; inhibition, % at 8.33 µM; hit rate 0.51% among 340,000; AID 504462; in the data active = inhibition above about 40%
# Target sequence (Q9Y4P1 whole entry, looked up): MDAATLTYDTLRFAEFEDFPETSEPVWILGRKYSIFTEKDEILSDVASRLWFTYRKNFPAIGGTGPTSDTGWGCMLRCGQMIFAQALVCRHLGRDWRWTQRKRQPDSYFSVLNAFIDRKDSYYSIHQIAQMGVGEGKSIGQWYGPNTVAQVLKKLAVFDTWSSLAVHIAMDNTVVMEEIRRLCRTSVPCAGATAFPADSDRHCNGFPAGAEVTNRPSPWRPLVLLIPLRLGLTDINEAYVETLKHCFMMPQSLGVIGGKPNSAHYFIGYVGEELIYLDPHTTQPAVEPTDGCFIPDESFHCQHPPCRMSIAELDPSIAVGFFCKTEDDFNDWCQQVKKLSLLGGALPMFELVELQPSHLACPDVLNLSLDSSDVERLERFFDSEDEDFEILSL
# MPTP inh: inhibitors of mitochondrial permeability transition pore; AID 602449; isolated mouse mitochondria, Ca2+ swelling absorbance, 30 min; hit rate 1.4% among 360,000; inhibition, % at 10 µM;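 active = inhibition of 50% or more, scaled per plate between neutral and stimulator controls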;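 note: 0% = DMSO wells given calcium and 100% = 1 mM EGTA wells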
# SENP8 inh: inhibitors of human SENP8 protease; recombinant SENP8, Nedd8 substrate fluorescence; hit rate 0.64% among 360,000; Q96LD8; inhibition, % at 20 µM; in the data active = inhibition mostly above about 40%, no sharp cut-off; inactive = mostly below about 27%
# SENP7 block: blocks the human protease SENP7 | inhibition, % at 5 µM | recombinant SENP7, Z-RLRGG-aminoluciferin luminescence, 40 min | AID 434973 | hit rate 1.5% among 330,000;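 active = inhibition above about 50% at the single test dose, limit read from the data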;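 note: plate controls were DMSO with enzyme for no effect and no enzyme buffer wells for full effect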
# Target sequence (Q9BQF6 706-1050 limits assumed): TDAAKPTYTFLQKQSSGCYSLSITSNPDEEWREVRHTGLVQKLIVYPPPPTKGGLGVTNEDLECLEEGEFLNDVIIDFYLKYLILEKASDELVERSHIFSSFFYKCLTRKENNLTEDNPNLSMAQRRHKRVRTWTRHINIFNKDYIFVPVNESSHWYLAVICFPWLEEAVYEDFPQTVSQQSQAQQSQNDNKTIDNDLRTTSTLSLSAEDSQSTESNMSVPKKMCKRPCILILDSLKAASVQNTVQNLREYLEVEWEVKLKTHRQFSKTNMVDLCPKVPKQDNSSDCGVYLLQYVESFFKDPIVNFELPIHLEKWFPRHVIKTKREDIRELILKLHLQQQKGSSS
# SENP6 inh: SENP6 protease inhibition; hit rate 1.8% among 330,000; inhibition, % at 10 µM; Recombinant SENP6 catalytic domain, aminoluciferin luminescence; Q9GZR1; AID 2599;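 active = inhibition above about 50% at the single tested dose, limit read from the data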;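 note: plate controls were DMSO wells with enzyme for no effect and DMSO wells lacking enzyme for full effect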
# HKDC1 inh: HKDC1 (human) hexokinase inhibition. inhibition, % at 20 µM. AID 493160. recombinant HKDC1, G6PDH/diaphorase resazurin coupled fluorescence. hit rate 0.16% among 340,000;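 active = inhibition above about 35% when tested at 20 µM, limit read from the data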;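 note: plate controls were DMSO wells with enzyme for no effect and DMSO wells lacking enzyme for full effect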
#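 Test system: Recombinant HKDC1 (HK5) hexokinase enzyme, produced in-house | Input: HKDC1 at 5 µg/mL | Buffer or medium: Tris pH 8.0 buffer with MgCl2, Tween-20, BSA, BME | Schedule: 90 min reaction incubation at room temperature, dark | Technique: Resazurin-to-resorufin fluorescence via G6PDH and diaphorase coupling, 525/613 nm | Controls: DMSO wells with and without enzyme mix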
# PfG6PD inh: PfG6PD (Plasmodium falciparum) enzyme inhibition. hit rate 0.78% among 350,000. PfGluPho enzyme, NADPH resazurin-diaphorase fluorescence. inhibition, % at 20 µM. AID 504690;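 active = inhibition reaching at least a set limit at 20 µM in the primary screen, cut at about 59% in these data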;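 note: 0% = DMSO wells with substrate and 100% = DMSO wells lacking glucose-6-phosphate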
# * marks the source's active call; other numbers are inactive results.
[1] CCCCCCc1nc2c(=O)[nH]c3ccccc3c2o1
[2] Cc1ccc(C(=O)OCC(=O)Nc2cc(C(C)(C)C)nn2-c2ccccc2)c(O)c1
[3] CC(C)CCN(Cc1ccco1)S(=O)(=O)c1csc(C(N)=O)c1
[4] Cc1c(C(=O)NCCN2C(=O)S/C(=C\c3cccs3)C2=O)cccc1[N+](=O)[O-]
[5] COc1ncccc1C(=O)N1CCCC(C(=O)c2cccc(OC(C)C)c2)C1 (stereo unspecified)
[6] CCN(CC)CCC(=O)N1c2ccccc2Sc2ccc(NC(=O)OC)cc21
[7] CC(C)Oc1cccc(C(=O)NC(=S)Nc2cccc(NC(=O)c3ccccc3Cl)c2)c1
[8] CC(=O)c1ccc(NC2=C(N3CCOCC3)C(=O)c3ccccc3C2=O)cc1

assay / entry	1	2	3	4	5	6	7	8
SENP8 inh	1.3	6.8	12.0	19.8	-0.5	17.8	31.9	59.2*
SENP7 block	-3.8	15.8	-11.2	-0.8	-0.7	6.8	-6.0	9.0
NR3A LBD binder	1.0	-2.4	1.3	-4.3	2.2	-5.6	-6.2	0.7
ATG4B inhibitor	-1.8	-11.3	0.8	6.7	-1.6	2.5	-11.7	-18.7
PfG6PD inh	-8.3	14.3	-0.8	-13.8	1.4	-17.4	12.4	-15.4
MPTP inh	1.1	-0.9	-0.2	1.1	0.9	0.7	3.1	-0.6
HKDC1 inh	-3.6	-0.8	1.4	-16.1	-4.5	6.0	8.0	4.5
SENP6 inh	-7.9	-13.3	-18.7	-12.5	9.9	3.6	-8.5	53.2*

[9] CCCN1CCC(NC(=O)CC2C(=O)NCCN2Cc2cccc(OC)c2)CC1 (stereo unspecified)
[10] CCC(=O)N1c2ccc(S(=O)(=O)NCc3ccco3)cc2CC1C (stereo unspecified)
[11] COc1ccc(Cl)cc1-c1nc(SCC(=O)N(C)C)n[nH]1
[12] Cc1nn2c(nc(N3CCOCC3)c3ccccc32)c1C=C(C#N)C#N
[13] CCCC(=O)Nc1ccc(N2CCN(S(C)(=O)=O)CC2)cc1
[14] O=C(NCc1ccc2[nH]c3c(c2c1)CCCC3)c1ccc(S(=O)(=O)N2CCCC2)cc1
[15] COc1ccc(CCNC(=O)COc2ccc(S(=O)(=O)NC3CCCCC3)cc2Cl)cc1
[16] Cc1cc(Cn2ccnc2)c(C)c([N+](=O)[O-])c1Cn1ccnc1

assay / entry	9	10	11	12	13	14	15	16
SENP8 inh	6.9	0.3	-1.9	-91.8	13.2	-12.9	1.2	11.6
SENP7 block	6.3	11.1	11.4	-0.2	8.7	4.5	3.6	2.4
NR3A LBD binder	-1.2	0.2	-2.1	-1.5	-8.7	0.1	-28.2	-1.3
ATG4B inhibitor	4.0	6.3	-4.2	-5.4	-0.2	-4.4	-3.7	1.8
PfG6PD inh	0.4	-15.3	2.2	-23.5	-0.9	22.6	23.0	-10.7
MPTP inh	-1.7	-1.9	-1.2	1.1	17.0	0.0	1.4	-0.8
HKDC1 inh	-5.2	-2.6	-1.9	-5.5	-3.6	7.0	15.5	-3.5
SENP6 inh	-12.1	0.6	-3.1	-5.8	-26.9	-3.8	-19.9	0.3

[17] Cc1nn(Cc2ccc(Cl)c(Cl)c2)c(C)c1NC(=O)c1cc(-c2ccc3c(c2)OCO3)on1
[18] COc1ccc(-c2cn[nH]c2-c2ccc(OCc3ccccc3F)cc2O)cc1OC
[19] NCCCC[C@H]1CNC(=O)C(=O)N1CCC12CC3CC(CC(C3)C1)C2
[20] CSc1ccccc1NC(=O)CN(C)C(=O)CNc1ccc(C(F)(F)F)cc1[N+](=O)[O-]
[21] C/C=C1\COC(C(=O)NCCCN2CCCC2=O)(C(F)(F)F)C=C1C=C(C)C (stereo unspecified)
[22] COc1ccc(CC(=O)NNS(=O)(=O)c2ccc3ccccc3c2)cc1OC
[23] Cn1c(=O)n(Cc2ccccc2F)c(=O)c2c1nc1n2CCCN1CCc1ccccc1
[24] Cc1cc(NC(=O)CNCC(c2ccccc2)N(C)C)c([N+](=O)[O-])cc1C (stereo unspecified)

assay / entry	17	18	19	20	21	22	23	24
SENP8 inh	-50.1	-13.9	15.6	19.8	-1.6	2.2	28.4	21.9
SENP7 block	-3.7	-3.2	-0.1	5.9	4.7	4.4	-1.7	7.0
NR3A LBD binder	0.9	3.6	2.6	-1.5	0.3	-9.8	4.5	0.4
ATG4B inhibitor	5.6	21.6	-7.5	2.1	10.3	-5.1	-4.4	-0.4
PfG6PD inh	1.1	-29.7	6.6	-12.4	11.3	4.8	-19.3	-5.5
MPTP inh	6.3	6.4	-0.6	-0.4	-0.3	5.0	1.9	0.6
HKDC1 inh	3.0	-5.5	-3.8	0.4	-2.5	-9.6	-3.3	2.9
SENP6 inh	2.1	-25.9	-1.1	12.2	-2.8	-4.6	3.7	4.6

[25] Cc1ccc(N(CC(=O)NCc2ccccc2)C(=O)c2csnn2)cc1
[26] COc1cccc(C(=O)Nc2c(C)nn(-c3ccccc3)c2C)c1
[27] COc1ccc(NC(=O)C(=O)c2cn(CC(=O)N3CCOCC3)c3ccccc23)cc1OC
[28] COc1ccc(N2CCN(CC(=O)c3c[nH]c4ccccc34)CC2)cc1
[29] COc1ccccc1CNC(=O)COC(=O)c1ccco1
[30] CC1(C#CC[N+]2(C)CCCCC2)CCC2C(O1)c1ccccc1OC2(C)C (stereo unspecified)
[31] CC(=O)NC(Cc1ccc(F)c(F)c1)C(=O)NC1CCN(c2nnnn2-c2ccccc2)CC1 (stereo unspecified)
[32] Cc1csc(=O)n1CC(=O)OCC(=O)NC(C)c1ccc(F)cc1 (stereo unspecified)

assay / entry	25	26	27	28	29	30	31	32
SENP8 inh	19.4	7.8	-12.6	22.8	0.6	8.4	8.7	8.3
SENP7 block	-3.0	4.2	0.9	-6.8	1.1	4.7	4.1	5.1
NR3A LBD binder	0.5	-5.8	0.3	-9.2	-1.7	-0.9	0.0	1.2
ATG4B inhibitor	1.5	0.9	-9.2	-10.0	6.6	2.8	-0.1	-15.8
PfG6PD inh	-5.2	-19.6	-0.6	11.4	3.1	2.1	-3.5	2.5
MPTP inh	-1.9	-3.2	-0.8	-0.2	0.3	-3.8	0.5	0.0
HKDC1 inh	-6.2	6.2	2.9	-3.1	-7.3	3.3	-10.0	1.5
SENP6 inh	-23.6	-10.6	2.9	-15.9	-6.6	5.2	-16.4	8.8

# 5 records drawn at random from the list so far:
[29] COc1ccccc1CNC(=O)COC(=O)c1ccco1
[27] COc1ccc(NC(=O)C(=O)c2cn(CC(=O)N3CCOCC3)c3ccccc23)cc1OC
[25] Cc1ccc(N(CC(=O)NCc2ccccc2)C(=O)c2csnn2)cc1
[30] CC1(C#CC[N+]2(C)CCCCC2)CCC2C(O1)c1ccccc1OC2(C)C (stereo unspecified)
[28] COc1ccc(N2CCN(CC(=O)c3c[nH]c4ccccc34)CC2)cc1

assay / entry	29	27	25	30	28
SENP8 inh	0.6	-12.6	19.4	8.4	22.8
SENP7 block	1.1	0.9	-3.0	4.7	-6.8
NR3A LBD binder	-1.7	0.3	0.5	-0.9	-9.2
ATG4B inhibitor	6.6	-9.2	1.5	2.8	-10.0
PfG6PD inh	3.1	-0.6	-5.2	2.1	11.4
MPTP inh	0.3	-0.8	-1.9	-3.8	-0.2
HKDC1 inh	-7.3	2.9	-6.2	3.3	-3.1
SENP6 inh	-6.6	2.9	-23.6	5.2	-15.9

# Full records, quoted from the list. Screens in order: SENP8 inh | SENP7 block | NR3A LBD binder | ATG4B inhibitor | PfG6PD inh | MPTP inh | HKDC1 inh | SENP6 inh
# COc1ccc(N2CCN(CC(=O)c3c[nH]c4ccccc34)CC2)cc1 in the list: 22.8 | -6.8 | -9.2 | -10.0 | 11.4 | -0.2 | -3.1 | -15.9
# CC(=O)NC(Cc1ccc(F)c(F)c1)C(=O)NC1CCN(c2nnnn2-c2ccccc2)CC1 (stereo unspecified) in the list: 8.7 | 4.1 | 0.0 | -0.1 | -3.5 | 0.5 | -10.0 | -16.4
# CC1(C#CC[N+]2(C)CCCCC2)CCC2C(O1)c1ccccc1OC2(C)C (stereo unspecified) in the list: 8.4 | 4.7 | -0.9 | 2.8 | 2.1 | -3.8 | 3.3 | 5.2
